Screening results as filed in PubChem.
VHR inh abs – inhibitors of human VHR1 phosphatase (DUSP3). recombinant VHR phosphatase, pNPP absorbance. inhibition, % at 13.3 µM. AID 1654. 290,000 compounds, 0.52% hits. P51452; in the data active means inhibition above about 50%; further: some compounds called inactive have numbers as strong as hits
SSB-PriA inh – blocks PriA binding to SSB C-terminal tail; AlphaScreen SSBct-PriA binding, biotinylated peptide; inhibition, % at 33 µM; 430,000 compounds, 0.6% hits; AID 1272365; in the data active means inhibition mostly above about 37%, no sharp cut-off; inactive means mostly below about 20%;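 further: plate controls were negative control peptide for no effect and reference peptide for full effect; strong numbers were not always called active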
Anthrax LF inh2 – blocks Bacillus anthracis lethal factor protease | P15917 | inhibition, % at 10 µM | 360,000 compounds, 0.12% hits | multiplex microsphere protease cleavage assay, LF; further: plate controls were buffer without enzyme for full effect and enzyme alone for no effect
Yp Topo-I inh – Y. pestis Topo-I inhibition via cleavage products. Y. pestis Topo-I cleavage product accumulation, plate reader. activity, % at 10 µM. 360,000 compounds, 0.064% hits; in the data active means activity above about 50%, passing the limit was not always enough; inconclusive means no clear call, values can overlap the other calls; further: inactives centre near 2
BoNT-A LC inh2 – inhibitors of Botulinum neurotoxin A light chain protease | multiplex microsphere protease substrate cleavage, flow cytometry | inhibition, % at 10 µM | 360,000 compounds, 0.17% hits | AID 588499; further: plate controls were buffer without enzyme for full effect and enzyme alone for no effect
PfHsp40 yeast – rescue of PfHsp40-mediated yeast toxicity | 340,000 compounds, 0.68% hits | growth rescue, % at 12.5 µM | S. cerevisiae expressing PfHsp40, growth rescue, ATP luminescence; in the data active means growth rescue above about 28%, passing the limit was not always enough; inconclusive means no clear call, values can overlap the other calls;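 further: yeast W303a lacking pdr1 and pdr3 grown in galactose medium; growth measured after three days at 30 °C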
CCHFV vOTU inh – blocks the CCHF virus ovarian tumor domain protease; CCHFV vOTU protease, Pep-AMC fluorescence; inhibition, % at 11.5 µM; 370,000 compounds, 0.55% hits; in the data active means inhibition above about 30%; further: 0% = vehicle wells with enzyme and 100% = no enzyme wells
3CLpro inhibitor – SARS-CoV 3CLpro protease inhibition; recombinant SARS-CoV 3CLpro, quenched FRET peptide cleavage; 290,000 compounds, 0.14% hits; P0C6X7; inhibition, % at 6 µM; in the data active means inhibition above about 12%
Vc quorum ag – quorum light induction in luxS cqsA deficient V. cholerae; V. cholerae BH1578 lux reporter, luminescence, 6 h; activation, % at 18.7 µM; 350,000 compounds, 0.16% hits; AID 588436; in the data active means activation mostly above about 9.7%, no sharp cut-off; inconclusive means no clear call, values can overlap the other calls; inactive means mostly below about 3.7%; further: not every result past the cut was called active; inactives centre near 0; reference of the scale not given here
TcdB GH inh – blocks C. difficile toxin B glycohydrolase activity | TcdB glycohydrolase enzymatic assay, plate reader | inhibition, % at 9.99 µM | 350,000 compounds, 0.24% hits | AID 652162; in the data active means inhibition above about 10%
Target sequence (P18177 whole entry, looked up): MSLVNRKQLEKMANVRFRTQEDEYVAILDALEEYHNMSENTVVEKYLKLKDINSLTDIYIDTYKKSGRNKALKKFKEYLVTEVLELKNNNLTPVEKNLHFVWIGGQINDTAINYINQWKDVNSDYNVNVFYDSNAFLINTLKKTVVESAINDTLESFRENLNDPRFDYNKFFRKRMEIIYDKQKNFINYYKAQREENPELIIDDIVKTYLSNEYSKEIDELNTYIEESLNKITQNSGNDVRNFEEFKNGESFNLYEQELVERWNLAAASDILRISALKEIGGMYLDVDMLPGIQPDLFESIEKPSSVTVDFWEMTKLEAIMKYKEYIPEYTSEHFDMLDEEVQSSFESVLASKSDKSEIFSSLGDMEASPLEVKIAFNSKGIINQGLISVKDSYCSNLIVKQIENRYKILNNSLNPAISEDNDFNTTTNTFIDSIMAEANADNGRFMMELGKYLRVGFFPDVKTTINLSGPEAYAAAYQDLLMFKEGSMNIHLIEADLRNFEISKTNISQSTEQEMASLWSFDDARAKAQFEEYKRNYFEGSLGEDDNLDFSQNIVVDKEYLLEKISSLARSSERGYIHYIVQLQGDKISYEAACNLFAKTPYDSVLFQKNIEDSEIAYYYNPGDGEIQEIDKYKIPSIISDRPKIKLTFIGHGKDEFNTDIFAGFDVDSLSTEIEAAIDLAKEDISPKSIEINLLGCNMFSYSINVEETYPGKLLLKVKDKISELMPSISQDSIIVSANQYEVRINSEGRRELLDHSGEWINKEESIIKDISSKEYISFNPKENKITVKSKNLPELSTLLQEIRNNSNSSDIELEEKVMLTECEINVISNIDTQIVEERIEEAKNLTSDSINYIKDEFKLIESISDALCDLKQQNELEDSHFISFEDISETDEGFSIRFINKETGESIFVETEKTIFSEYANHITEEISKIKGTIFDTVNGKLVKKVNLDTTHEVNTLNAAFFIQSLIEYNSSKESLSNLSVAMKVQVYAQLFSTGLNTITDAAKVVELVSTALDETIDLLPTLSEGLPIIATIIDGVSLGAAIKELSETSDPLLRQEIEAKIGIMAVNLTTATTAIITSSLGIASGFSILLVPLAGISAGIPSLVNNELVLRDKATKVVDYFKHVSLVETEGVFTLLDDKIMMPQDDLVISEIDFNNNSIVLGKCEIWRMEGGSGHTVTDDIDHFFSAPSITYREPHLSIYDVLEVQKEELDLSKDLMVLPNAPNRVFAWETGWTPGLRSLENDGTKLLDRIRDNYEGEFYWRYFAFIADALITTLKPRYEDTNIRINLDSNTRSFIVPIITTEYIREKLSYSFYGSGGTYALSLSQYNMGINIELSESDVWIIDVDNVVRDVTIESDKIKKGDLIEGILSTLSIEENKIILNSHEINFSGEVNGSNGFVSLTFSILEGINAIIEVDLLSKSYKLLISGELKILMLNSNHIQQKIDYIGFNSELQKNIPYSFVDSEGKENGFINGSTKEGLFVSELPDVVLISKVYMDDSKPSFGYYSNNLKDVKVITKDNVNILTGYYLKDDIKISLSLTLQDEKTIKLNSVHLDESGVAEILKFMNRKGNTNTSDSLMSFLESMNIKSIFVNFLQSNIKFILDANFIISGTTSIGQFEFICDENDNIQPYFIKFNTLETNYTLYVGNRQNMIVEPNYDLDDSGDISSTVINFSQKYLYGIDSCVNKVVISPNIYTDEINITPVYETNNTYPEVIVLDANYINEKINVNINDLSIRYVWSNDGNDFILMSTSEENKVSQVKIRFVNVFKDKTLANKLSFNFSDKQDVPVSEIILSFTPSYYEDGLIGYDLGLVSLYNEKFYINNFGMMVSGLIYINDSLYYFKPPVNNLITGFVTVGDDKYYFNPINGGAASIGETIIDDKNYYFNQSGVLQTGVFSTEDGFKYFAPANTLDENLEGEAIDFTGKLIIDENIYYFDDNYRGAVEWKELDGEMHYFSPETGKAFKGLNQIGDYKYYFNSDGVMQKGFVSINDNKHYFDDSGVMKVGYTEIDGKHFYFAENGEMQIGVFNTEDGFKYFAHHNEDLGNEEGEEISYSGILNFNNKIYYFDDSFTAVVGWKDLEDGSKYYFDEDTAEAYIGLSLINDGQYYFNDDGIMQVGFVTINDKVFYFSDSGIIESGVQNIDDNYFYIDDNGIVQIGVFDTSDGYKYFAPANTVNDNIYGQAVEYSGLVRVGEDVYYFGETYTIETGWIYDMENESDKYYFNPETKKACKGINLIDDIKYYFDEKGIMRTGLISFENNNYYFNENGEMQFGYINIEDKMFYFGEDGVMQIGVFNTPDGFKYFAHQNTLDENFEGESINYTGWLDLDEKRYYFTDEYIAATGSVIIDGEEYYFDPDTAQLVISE
An asterisk follows results filed as active; i = inactive; ? = inconclusive; nt = not tested or not shown; & = joins results of further samples; ! = not active in a repeat. Unless noted, no stated cut-off is given here; in the data, active means inhibition above about 30%; inconclusive means no clear call, values can overlap the other calls; inactive means below that. An excerpt. The share of hits here may be higher or lower than overall.

no.	SMILES	BoNT-A LC inh2	CCHFV vOTU inh	3CLpro inhibitor	TcdB GH inh	Vc quorum ag	Yp Topo-I inh	VHR inh abs	PfHsp40 yeast	Anthrax LF inh2	SSB-PriA inh
1	O=C(C1CCN(S(=O)(=O)N2CCC3(CC2)OCCO3)CC1)N1CCCCC1	0.0	0	-1	nt	-0.2	-2	40	1.4	3	-9
2	CC1Cc2ccccc2N1C(=O)Cn1cc(C(F)(F)F)ccc1=O (stereo not given)	-0.2	-7	nt	1.3	-1.3	-10	nt	nt	-6	nt
3	O=c1c2ccccc2nc(SCc2nc(-c3ccccc3)no2)n1-c1ccc(F)cc1	-0.3	nt	3	nt	-0.2	-11	19	1.3	-10	-10
4	CC(OC(=O)Cc1c[nH]c2ccccc12)C(=O)NC1CCCCC1C (stereo not given)	0.2	7	nt	1.6	0.7	4	nt	3.1	1	3
5	CCn1cc(C2Nc3ccccc3C(=O)N2O)c(C)n1 (stereo not given)	-0.7	4	0	nt	-0.7	4	5	-1.8	-2	-1
6	CCCCNC(=S)N/N=C/c1ccc(C)s1	?	11	-3	nt	i	-1	-4	2.9	-3	nt
7	COc1ccccc1-c1nc(SCC(=O)N(C)c2ccccc2)c2c(=O)n(C)c(=O)n(C)c2n1	-0.1	5	0	-0.5	-0.2	12	19	-0.4	0	7
8	CCOc1nc(C)ccc1-c1noc(-c2ccccn2)n1	-0.6	-4	0	nt	i	2	10	-0.5	0	-22
9	COCCCn1c(SCC(=O)NCc2ccco2)nc2sc3c(c2c1=O)CCC3	1.8	2	8	nt	-0.2	10	-6	0.8	-2	8
10	COCCNC(=O)C1CCCN(C(=O)/C=C/c2ccccc2)CC1 (stereo not given)	-0.6	-13	nt	0.2	-0.3	9	nt	nt	-1	nt
11	Fc1ccc(NC(=S)Nc2ccccc2N2CCOCC2)cc1Cl	-2.6	14	7	-1.4	i	-10	29	-1.7	-2	-7
12	CCOC(=O)c1sc2ncn(C(CC)C(=O)OCC)c(=O)c2c1C (stereo not given)	0.5	-3	1	nt	i	10	-11	1.0	-8	-19
13	Clc1cccc(OCCCN2CCCC2)c1Cl	0.2	9	3	0.5	i	0	-11	0.3	0	4
14	COc1ccc(Cn2c(=O)c3cccnc3n(Cc3ccc([N+](=O)[O-])cc3)c2=O)cc1	-0.5	4	-2	0.9	i	-2	-13	-0.6	-2	-28
15	CC(=O)N1c2ccc(S(=O)(=O)N3CCC(C(=O)Nc4cccc(F)c4)CC3)cc2CC1C (stereo not given)	-0.2	-1	0	1.6	i	16	1	0.0	-1	1
16	CSc1cccc(NS(=O)(=O)c2cn(C)cn2)c1	-1.0	3	1	2.5	-0.3	1	-9	-0.6	2	-19
17	COc1cc(CNC(=O)c2cc(-c3cc(F)ccc3OCC3CCCO3)n[nH]2)cc(OC)c1 (stereo not given)	-0.7	10	nt	1.4	i	21	nt	nt	-3	nt
18	Cc1onc(-c2ccccc2)c1C(=O)NNC(=S)NC(=O)c1ccc(F)cc1	-0.5	10	5	5.0	i	5	9	46*	-2	10
19	N#CCNC1CC(=O)N(c2ccc(F)cc2)C1=O (stereo not given)	0.1	-16	-2	-0.1	-0.4	3	24	-0.3	-3	-8
20	CC12CCC(C(=O)NCc3ccccc3Cl)(CC1=O)C2(C)C (stereo not given)	-0.7	10	-1	2.2	-0.3	1	1	0.1	6	-1
21	CCN(CC)CCCN1C(=O)C2C(C(=O)Nc3ccc(C(C)C)cc3)C3C=CC2(O3)C1C(=O)NC1CCCCC1 (stereo not given)	5.4	2	-3	3.4	-0.3	-1	34	0.5	13	-8
22	CCOc1ccc(NC(=O)C/C(C)=N/NC(=O)Cc2cccs2)cc1	-3.8	-13	2	0.5	-0.2	8	18	3.1	2	nt
23	COc1ccc(-c2noc(CCC(=O)NCCN(C)Cc3ccccc3)n2)cc1	0.0	12	2	nt	-0.7	10	-3	-0.1	0	-16
24	COc1cccc(C(=O)CN2CCN(S(=O)(=O)c3ccc(Br)cc3)CC2)c1	0.8	nt	5	nt	-0.4	3	-2	0.5	-3	-10
25	O=C(NC1CCCC1)C1CCN(S(=O)(=O)c2cccc3cccnc23)CC1	-0.2	19	0	nt	-0.9	2	47	2.1	6	-7
26	CC1=NN(c2nc(C)cc(C)n2)C(=O)C1CCC(C)C (stereo not given)	-0.5	5	-6	nt	i	11	12	-0.4	-2	-8
27	COc1cc2[nH]c(=S)n(C3CC3)c(=O)c2cc1OC	-1.2	-2	-2	0.7	0.0	-1	10	-0.6	-4	3
28	CSc1nnc(NC(=O)c2ccc3c(c2)OCO3)s1	0.2	-5	0	1.6	-0.8	7	1	1.6	-1	-12
29	CCOc1ccc(C2C(C(C)=O)=C(O)C(=O)N2CCc2c[nH]c3ccccc23)cc1 (stereo not given)	-1.0	6	3	0.4	i	2	11	1.0	-1	6
30	COc1ccc(N2CCN(C(=O)c3ccccc3)CC2)c([N+](=O)[O-])c1	0.0	11	-1	5.3	-0.3	-11	-1	-0.3	-3	17
31	CCOC(=O)CSc1nc(=O)n2cc(C)ccc2n1	0.2	7	1	-0.7	-1.0	1	9	0.7	4	-11
32	CN(CCOc1ccccc1)CC(=O)Nc1cccc(Br)c1	0.3	-10	-2	-1.1	0.0	11	18	0.6	-2	-15
33	O=C(NCc1ccc2c(c1)OCO2)c1cccnc1	0.8	0	5	nt	i	6	21	-0.1	-4	3
34	N/C(Cc1nc(-c2ccc(Cl)cc2)cs1)=N/O	-0.7	1	0	1.4	-0.2	-6	22	-0.5	-2	nt
35	COC(=O)CNC(=O)C(C)NC(=O)OCc1ccccc1 (stereo not given)	0.4	5	5	nt	i	-3	6	-1.8	4	-3
36	COc1ccc(C)c2sc(N(CCN(C)C)C(=O)c3ccc4ccccc4c3)nc12	0.1	11	-1	-0.2	-2.2	3	2	0.8	0	43*!
37	CCOC(=O)N/N=C(\C)c1ccc(-n2cnnn2)cc1	1.6	13	4	0.4	2.0	-13	22	-0.2	4	nt
38	Cc1cs/c(=N\N=C2CCCCC2)n1Cc1ccco1	-0.7	7	-3	-1.4	i	-2	13	-0.4	-8	nt
39	CCN(CC)CCC(c1ccc2c(c1)OCO2)c1c(OC)cc(OC)c2ccc(=O)oc12 (stereo not given)	0.1	15	nt	0.4	i	1	34	0.2	1	1
40	CCOC(=O)N1CCN(c2nc3ccccc3nc2C(C#N)S(=O)(=O)c2ccc(C)cc2)CC1 (stereo not given)	2.6	-1	-1	nt	-0.4	7	3	0.6	0	-9
41	COc1ccc(/C=N/NC(=O)c2csc(-n3nc(C)cc3C(F)(F)F)n2)cc1	nt	-9	4	nt	-0.1	3	0	-1.4	nt	nt
42	NC(=O)c1cccc2c1-c1ccccc1/C2=N/NC(N)=S	-14	-4	-2	1.1	i	-2	16	0.8	-12	nt
43	Cc1ccc(NC(=O)c2csnn2)c(C)c1	-0.6	9	-1	nt	2.1	4	33	-0.1	2	-9
44	CCCCNC(=O)NNC(=O)c1ccco1	2.1	-1	-1	1.4	-0.4	-1	-7	0.9	1	-14
45	COc1ccccc1NC(=O)N(Cc1cccs1)Cc1cc2cc3c(cc2[nH]c1=O)OCO3	0.3	14	1	nt	-4.2	10	-3	0.8	-1	-9
46	CN(CC(=O)Nc1ccc(Cl)c(C(F)(F)F)c1)C(=O)Cc1ccsc1	3.8	13	nt	1.1	i	-3	nt	0.4	2	-9
47	COc1ccccc1C1C(C#N)=C(N)Oc2cc(C)n(CCCn3ccnc3)c(=O)c21 (stereo not given)	-0.8	-13	-2	nt	i	0	31	-1.2	-5	-16
48	Cc1cc(C(=O)OCC(=O)NC(C)C)c(C)o1	-1.2	6	-2	nt	nt	3	7	0.5	2	-2

Single records (already shown).
Record of Cc1ccc(NC(=O)c2csnn2)c(C)c1 → BoNT-A LC inh2: -0.6; CCHFV vOTU inh: 9; 3CLpro inhibitor: -1; TcdB GH inh: nt; Vc quorum ag: 2.1; Yp Topo-I inh: 4; VHR inh abs: 33; PfHsp40 yeast: -0.1; Anthrax LF inh2: 2; SSB-PriA inh: -9
Record of Cc1cc(C(=O)OCC(=O)NC(C)C)c(C)o1 → BoNT-A LC inh2: -1.2; CCHFV vOTU inh: 6; 3CLpro inhibitor: -2; TcdB GH inh: nt; Vc quorum ag: nt; Yp Topo-I inh: 3; VHR inh abs: 7; PfHsp40 yeast: 0.5; Anthrax LF inh2: 2; SSB-PriA inh: -2

Further entries:
no.	SMILES	BoNT-A LC inh2	CCHFV vOTU inh	3CLpro inhibitor	TcdB GH inh	Vc quorum ag	Yp Topo-I inh	VHR inh abs	PfHsp40 yeast	Anthrax LF inh2	SSB-PriA inh
49	Cc1ccc(SC[C@H](Cc2ccccc2)N2CC[C@@H](C)CCC2=O)cc1	-0.2	17	0	1.7	11	17	-14	-1.3	2	-22
50	CCOC(=O)Cc1[nH]nc2c1C(c1ccoc1)C(C#N)=C(N)O2 (stereo not given)	-1.9	-15	-7	0.2	1.7	-4	-8	-0.5	0	-11
51	Cc1noc(C)c1NC(=O)Nc1cccc2c1O[C@H](CN(C)C(=O)Nc1ccccc1)[C@@H](C)CN([C@H](C)CO)C2=O	-0.2	-3	nt	-0.2&1.0	i	9	nt	-1.1	-3	8
52	O=C(c1ccc(F)cc1)N(Cc1ccccc1)C1CCS(=O)(=O)C1 (stereo not given)	0.8	16	-2	nt	-1.5	-4	21	-0.3	0	-8

By substructure, the entries above containing an aryl thioether with sulfur outside any ring
no.	SMILES	BoNT-A LC inh2	CCHFV vOTU inh	3CLpro inhibitor	TcdB GH inh	Vc quorum ag	Yp Topo-I inh	VHR inh abs	PfHsp40 yeast	Anthrax LF inh2	SSB-PriA inh
3	O=c1c2ccccc2nc(SCc2nc(-c3ccccc3)no2)n1-c1ccc(F)cc1	-0.3	nt	3	nt	-0.2	-11	19	1.3	-10	-10
7	COc1ccccc1-c1nc(SCC(=O)N(C)c2ccccc2)c2c(=O)n(C)c(=O)n(C)c2n1	-0.1	5	0	-0.5	-0.2	12	19	-0.4	0	7
9	COCCCn1c(SCC(=O)NCc2ccco2)nc2sc3c(c2c1=O)CCC3	1.8	2	8	nt	-0.2	10	-6	0.8	-2	8
16	CSc1cccc(NS(=O)(=O)c2cn(C)cn2)c1	-1.0	3	1	2.5	-0.3	1	-9	-0.6	2	-19
28	CSc1nnc(NC(=O)c2ccc3c(c2)OCO3)s1	0.2	-5	0	1.6	-0.8	7	1	1.6	-1	-12
31	CCOC(=O)CSc1nc(=O)n2cc(C)ccc2n1	0.2	7	1	-0.7	-1.0	1	9	0.7	4	-11
49	Cc1ccc(SC[C@H](Cc2ccccc2)N2CC[C@@H](C)CCC2=O)cc1	-0.2	17	0	1.7	11	17	-14	-1.3	2	-22
